Bioassay records: PubChem, several laboratories
Cdc42 wt: modulators (inhibitors or activators) of GTP binding to human Cdc42 wildtype | AID 761 | percent activity (GTP binding), % at 10 µM | GST-Cdc42 beads, Bodipy-GTP binding, flow cytometry; actives lie on both sides | 0.2% of 190,000 active;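 active = percent activity GTP binding at least 20 points away from the 100% baseline, either down as inhibitor or up as activator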;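 note: median bead fluorescence of bound Bodipy-FL-GTP at 100 nM; 0% = excess unlabeled GTP control and 100% = no compound control; below 100% means less GTP binding so inhibitor and above means activator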
Target sequence (P60953 whole entry, looked up): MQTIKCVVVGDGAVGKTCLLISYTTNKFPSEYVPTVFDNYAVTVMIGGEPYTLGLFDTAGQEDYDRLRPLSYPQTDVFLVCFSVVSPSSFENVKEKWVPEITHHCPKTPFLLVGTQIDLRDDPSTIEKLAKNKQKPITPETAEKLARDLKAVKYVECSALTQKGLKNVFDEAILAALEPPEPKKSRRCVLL
Mcl1-Bid inh: Mcl-1/Bid interaction inhibition | 0.97% of 220,000 active | Q07820 | AID 1021 | TR-FRET Mcl-1/Bid-Dy647 peptide binding, 1536-well | inhibition, % at 21.7 µM;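 active = compounds that cut the binding signal by more than half at the single screening dose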;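 note: His-tagged Mcl-1 with europium anti-His antibody binding Bid BH3 peptide; 0% = Mcl-1 plus peptide wells and 100% = peptide-only wells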
Target sequence (Q07820 whole entry, looked up): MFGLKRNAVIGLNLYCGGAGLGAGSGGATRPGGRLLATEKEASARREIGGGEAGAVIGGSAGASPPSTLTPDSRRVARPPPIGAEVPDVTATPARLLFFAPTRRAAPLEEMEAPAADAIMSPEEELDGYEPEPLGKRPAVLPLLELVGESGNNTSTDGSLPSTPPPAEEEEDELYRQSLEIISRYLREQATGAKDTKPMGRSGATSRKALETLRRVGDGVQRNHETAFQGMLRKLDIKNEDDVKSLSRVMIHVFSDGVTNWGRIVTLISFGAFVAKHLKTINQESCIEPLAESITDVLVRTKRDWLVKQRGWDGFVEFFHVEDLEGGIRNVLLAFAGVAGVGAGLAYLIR
Mcl1-Noxa inh: disrupts binding of human Mcl-1 to Noxa peptide; inhibition, % at 21.7 µM; TR-FRET Mcl-1/Noxa peptide binding, 2 h; 1.5% of 220,000 active; Q07820;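 active = compounds that cut the protein-peptide binding signal by more than 50% relative to plate controls in a single-dose test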;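 note: His-tagged Mcl-1 with rhodamine Noxa BH3 peptide and terbium anti-His antibody; 0% = Mcl-1 plus Noxa peptide wells and 100% = peptide-only wells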
HRas wt GTP: changes GTP binding to wildtype human HRas; GST-Ras wt beads, Bodipy-FL-GTP binding, flow cytometry; actives lie on both sides; GTP binding activity, % at 10 µM; 0.14% of 190,000 active; AID 759;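 active = GTP binding activity at least 20% away from the 100% baseline, either lowered as inhibitor or raised as activator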;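 note: 0% = unlabeled GTP competition control and 100% = no-compound control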
Target sequence (P01112 whole entry, looked up): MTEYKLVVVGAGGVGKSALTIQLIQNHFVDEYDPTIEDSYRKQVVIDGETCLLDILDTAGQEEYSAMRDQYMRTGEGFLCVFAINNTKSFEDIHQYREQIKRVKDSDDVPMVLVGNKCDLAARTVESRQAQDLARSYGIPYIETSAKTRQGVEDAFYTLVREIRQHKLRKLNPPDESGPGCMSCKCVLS
Pf gametocyte: kills late stage P. falciparum gametocytes. P. falciparum stage V gametocytes, ATP luminescence, 24 h. inhibition, % at 10.9 µM. 0.065% of 150,000 active. AID 743093;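 active = inhibition above the mean plus 3 SD of compounds within the control limits, set per campaign, cut at about 38% in these data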;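 note: 0% = DMSO wells and 100% = medium only without gametocytes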
Mcl-1 Bim block: disrupts Bim peptide binding to human Mcl-1. Bead-based flow cytometry, Bim peptide-Mcl-1 binding. inhibition, % at 10 µM. 0.1% of 190,000 active. AID 1009; in the data active = inhibition above about 40%;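 note: 0% = no compound tracer wells and 100% = peptide blocker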
Avidin fluor: compound fluoresces at 488/530 nm on avidin beads | compound fluorescence 488/530 nm, flow cytometry; stronger effect = higher value | fluorescence (KMESF) at 10 µM | 0.38% of 220,000 active; in the data active = fluorescence above about 47; note: inactives centre near 10
Rab2 wt GTP: changes GTP binding to wildtype dog Rab2A, up or down. P61105. GST-Rab2 wt beads, Bodipy-GTP binding, flow cytometry. GTP binding activity, % at 10 µM. 0.19% of 190,000 active;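 active = GTP binding activity at least 20 points away from 100%, either lowered or raised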;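 note: 0% = beads with excess unlabeled GTP and 100% = no-compound control corrected for plate trend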
Rac1 wt modul: alters GTP binding to wildtype human Rac1; GST-Rac1 beads, fluorescent GTP binding, flow cytometry; actives lie on both sides; 0 = cold GTP competed, 100 = untreated; GTP binding activity (% of control), % at 10 µM; 0.27% of 190,000 active; AID 757;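 active = GTP binding activity at least 20 points away from the 100% control level, either lower or higher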
Rac1 mut GTP: human Rac1 activated mutant GTP binding change; P63000; GST-Rac1 activated beads, fluorescent GTP binding, flow cytometry; actives lie on both sides; 100% means binding = to untreated wells; percent activity (GTP binding), % at 10 µM; 0.11% of 190,000 active;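 active = GTP binding at least 20 percentage points away from the 100% baseline, in either direction, so actives lie on both sides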
Rab7 wt modul: modulators of GTP binding to dog Rab7 wildtype GTPase; GST-Rab7 beads, fluorescent GTP binding, flow cytometry; actives lie on both sides; untreated = 100%, excess cold GTP = 0%; GTP binding activity (percent of control), % at 10 µM; 0.055% of 190,000 active; AID 758;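 active = fluorescent GTP binding to Rab7 beads changed by at least 20 points from the 100% baseline, either direction, mostly lower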;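 note: median green fluorescence of bound Bodipy-FL-GTP per Rab7 bead population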
An asterisk follows results filed as active; / = not tested or not shown. No enrichment for hits; any-hit rate near 2.7%.

SMILES | Cdc42 wt | Mcl1-Bid inh | Mcl1-Noxa inh | HRas wt GTP | Pf gametocyte | Mcl-1 Bim block | Avidin fluor | Rab2 wt GTP | Rac1 wt modul | Rac1 mut GTP | Rab7 wt modul
O=S(=O)(Oc1ccccc1/C=N/n1cnnc1)c1ccccc1 | 98 | -6 | 8 | 97 | 10 | -3 | 11 | 97 | 99 | 97 | 97
Cc1ccc2ncnc(NCCC(=O)O)c2c1 | 100 | -5 | 6 | 98 | -14 | -1 | 6 | 99 | 103 | 101 | 100
Cc1ccc(-c2nc(NC(=O)CSc3nnnn3-c3ccccc3)ns2)cc1 | 102 | -19 | -12 | 98 | 11 | -5 | 11 | 101 | 100 | 100 | 98
CC(C(=O)NCCc1ccc(F)cc1)N1CCN(Cc2ccccc2)CC1 (centres undefined) | 103 | -28 | -1 | 102 | / | 1 | 6 | 105 | 102 | 96 | 107
C/C(=C\C(=O)OCC(=O)NCc1ccccc1)C(=O)OCC(=O)NCc1ccccc1 | 99 | 2 | -7 | 101 | / | 26 | 5 | 102 | 102 | 100 | 100
O=C(COC(=O)c1ccc(O)cc1)Nc1ccc(OC(F)F)cc1 | 99 | -6 | 2 | 101 | 16 | -4 | 22 | 101 | 97 | 93 | 107
COc1cc(NC(=S)N2CCN(c3ccccn3)CC2)c(OC)cc1Cl | 95 | -78 | -21 | 96 | -11 | -11 | 9 | 95 | 99 | 97 | 96
O=C(CCSCCC(=O)N1CCCC1)N1CCCC1 | 105 | -20 | -4 | 102 | -15 | -1 | 35 | 102 | 104 | 100 | 101
COc1ccc(C(=O)Nc2ccc(NC(=O)c3cccs3)cc2)cc1Cl | 107 | -75 | -25 | 102 | -4 | 29 | 7 | 100 | 105 | 102 | 98
Cc1nn(C(=O)c2ccc3c(c2)OCO3)c(N)c1-c1ccccc1 | 96 | -36 | -1 | 99 | / | 1 | 6 | 100 | 98 | 97 | 98
CN1CCN(CCC(=O)Nc2ccc(OCc3ccccc3)cc2)CC1 | 107 | -28 | 12 | 103 | -2 | -5 | 20 | 101 | 105 | 99 | 103
CC(=O)NCCN=Cc1sc2ccccc2c1O | 111 | -20 | -14 | 106 | / | 0 | 10 | 107 | 113 | 101 | 106
Cc1ccc2nc(-c3ccc(SCC(=O)Nc4ccc5c(c4)OCCO5)nc3)[nH]c2c1 | 99 | -55 | 13 | 100 | / | 2 | 5 | 99 | 100 | 101 | 96
CC(=O)c1ccccc1OC(=O)c1ccco1 | 98 | 6 | -5 | 95 | / | -3 | 6 | 99 | 97 | 98 | 96
CC(=O)c1c(C)[nH]c(C(=O)CSc2nnc3ccccn23)c1C | 103 | 3 | -19 | 98 | / | -4 | 2 | 100 | 102 | 97 | 96
CCOC(=O)c1sc2nc3n(c(=O)c2c1C)CCCCC3 | 102 | -2 | -4 | 100 | / | -4 | 7 | 100 | 101 | 99 | 100
CC(C)C(=O)Nc1cccc(C(=O)Nc2ccccc2C(=O)O)c1 | 95 | 18 | 9 | 98 | -34 | -1 | 10 | 95 | 98 | 95 | 97
Cc1ccc(NC(=S)N2CCOCC2)cc1 | 102 | -30 | -4 | 102 | / | -4 | 9 | 101 | 102 | 101 | 101
CCCCn1nc2cc(C(=O)N(CC)c3ccc(OC)cc3)ccc2c1OCC | 98 | -37 | 4 | 98 | 9 | 2 | 7 | 98 | 98 | 96 | 100
CCOC(=O)c1c(NC(=O)COC)sc(C(C)=O)c1C | 101 | 6 | -4 | 102 | / | -4 | 11 | 102 | 102 | 99 | 102

Another view of part of the listing above:
Order of values – Cdc42 wt, Mcl1-Bid inh, Mcl1-Noxa inh, HRas wt GTP, Pf gametocyte, Mcl-1 Bim block, Avidin fluor, Rab2 wt GTP, Rac1 wt modul, Rac1 mut GTP, Rab7 wt modul
O=C(COC(=O)c1ccc(O)cc1)Nc1ccc(OC(F)F)cc1
    99, -6, 2, 101, 16, -4, 22, 101, 97, 93, 107
COc1ccc(C(=O)Nc2ccc(NC(=O)c3cccs3)cc2)cc1Cl
    107, -75, -25, 102, -4, 29, 7, 100, 105, 102, 98

(next part)
SMILES | Cdc42 wt | Mcl1-Bid inh | Mcl1-Noxa inh | HRas wt GTP | Pf gametocyte | Mcl-1 Bim block | Avidin fluor | Rab2 wt GTP | Rac1 wt modul | Rac1 mut GTP | Rab7 wt modul
O=S(=O)(/C=C/c1ccccc1)Nc1cccc(S(=O)(=O)NC2=NCCC2)c1 | 94 | -6 | 14 | 93 | -2 | 0 | 11 | 95 | 97 | 93 | 92
Brc1ccc(-c2nnc(-c3ccc4c(c3)OCO4)o2)o1 | 103 | -2 | 16 | 101 | 10 | 2 | 9 | 102 | 106 | 99 | 101
O=C1c2ccccc2C(Nc2cccc(C(F)(F)F)c2)N1Cc1ccco1 (centres undefined) | 99 | -18 | -4 | 102 | / | -90 | 7 | 98 | 103 | 98 | 100
CCN(CC)c1nc(C#N)nc(N(CC)CC)n1 | 90 | -5 | 4 | 91 | / | -5 | 27 | 91 | 92 | 92 | 92
O=C1CCCc2c1cc(C(=O)Nc1ccc(Cl)cn1)c(=O)n2-c1ccccc1 | 102 | -17 | 19 | 98 | / | -3 | 14 | 100 | 103 | 99 | 100
O=S(=O)(c1ccc(NC(=S)N/N=C/c2c3ccccc3cc3ccccc23)cc1)N1CCOCC1 | 97 | -60 | -23 | 99 | -5 | 2 | 11 | 99 | 98 | 96 | 105
OCc1cc(CO)c(O)c(CCc2ccccc2)n1 | 97 | -90 | 5 | 99 | / | -1 | 35 | 96 | 96 | 93 | 98
c1ccc(-c2nnc(N3CCOCC3)nc2-c2ccccc2)cc1 | 103 | -23 | 5 | 101 | / | 0 | 8 | 100 | 100 | 97 | 98
CCOc1cc(NC(=S)NCCCN2CCOCC2)c(OCC)cc1NC(=O)c1cccc(F)c1 | 98 | -60 | 7 | 100 | -37 | -6 | 5 | 101 | 99 | 97 | 105
CCCCn1c(=O)[nH]c2nc3cc(N)ccc3nc2c1=O | 96 | -64 | -141 | 93 | -1 | -1 | 14 | 90 | 93 | 97 | 90
COCCn1c(C)cc(C(=O)COC(=O)CCN2C(=O)c3ccccc3C2=O)c1C | 103 | -46 | -7 | 102 | / | -2 | 12 | 102 | 101 | 99 | 103
CCOc1ccc(NC(=O)CC2C(=O)N(c3ccc(OC)cc3)C(=S)N2Cc2ccccn2)cc1 (centres undefined) | 96 | 82* | 10 | 96 | -17 | 0 | 14 | 97 | 96 | 94 | 100
C/C(=N\NC(=O)c1cccc([N+](=O)[O-])c1)c1ccncc1 | 94 | -38 | 2 | 97 | -3 | 2 | 7 | 98 | 100 | 97 | 97
Cc1cccc(-n2cnc(C(=O)N/N=C/c3ccccc3)c2)n1 | 100 | -1 | -1 | 99 | -3 | 0 | 9 | 97 | 100 | 97 | 100
CCC(Sc1ncnc2c1nnn2-c1ccc(F)cc1)C(=O)OC (centres undefined) | 103 | -3 | 13 | 101 | / | 0 | 6 | 100 | 104 | 102 | 99
CC(C)CC(NC(N)=O)C(=O)NCc1ccc(Cl)cc1 (centres undefined) | 97 | -25 | -8 | 99 | / | 0 | 8 | 99 | 95 | 95 | 106
CC1CCc2c(sc(NC(=O)c3ccccc3C(=O)O)c2C#N)C1 (centres undefined) | 95 | -42 | 13 | 95 | -4 | -1 | 64* | 95 | 98 | 94 | 93
O=C(COc1ccc(Cl)cc1Cl)N(c1ccccn1)C1CCCCC1 | 95 | -5 | -1 | 99 | 11 | -1 | 13 | 99 | 97 | 99 | 97
CCC(CC)c1nnc(NC(=O)CS(=O)(=O)Cc2ccccc2)s1 | 99 | -12 | -12 | 96 | -18 | -2 | 23 | 97 | 97 | 94 | 94
Cc1cc(OC(C)C)c2c(-c3ccccc3)cc(=O)oc2c1 | 100 | -2 | 13 | 97 | / | 0 | 37 | 98 | 99 | 98 | 99
COc1ccc(/C=N/NC(=O)c2[nH]nc3c2CCc2ccccc2-3)cc1OC | 94 | 14 | 9 | 96 | -18 | -3 | 13 | 94 | 97 | 96 | 98
COc1ccc(NS(=O)(=O)c2cccc(NC(=O)CCS(=O)(=O)c3ccccc3)c2)cc1 | 100 | -13 | 19 | 98 | 14 | -4 | 17 | 98 | 100 | 97 | 98
CCCNC(=S)N1CCN(Cc2ccc3c(c2)OCO3)CC1 | 99 | -28 | 35 | 99 | / | 5 | 15 | 100 | 107 | 98 | 104
Cc1cc(C)n(C(=O)c2ccc(S(=O)(=O)NCC3CCCO3)cc2)n1 (centres undefined) | 96 | -78 | -4 | 98 | / | -1 | 16 | 94 | 99 | 95 | 96
O=C(CCCOc1ccc(Cl)cc1Cl)NN1CCOCC1 | 100 | -14 | 10 | 105 | / | 0 | 3 | 104 | 106 | 101 | 102
COc1ccc(C(=O)CC(Nc2ccc([N+](=O)[O-])cc2)c2ccc(OC)cc2)cc1 (centres undefined) | 102 | -7 | 12 | 99 | -4 | 2 | 31 | 98 | 101 | 98 | 101
O=C(OCn1ncc(Br)c(Br)c1=O)c1ccc(F)cc1 | 102 | -4 | 16 | 101 | / | 0 | 4 | 101 | 103 | 101 | 99
Cc1ccc(S(=O)(=O)NNC(=O)c2cc3cc4ccccc4nc3s2)cc1 | 101 | -24 | -11 | 101 | / | 3 | 8 | 98 | 99 | 94 | 100
O=c1oc2ccccc2c(N2CCOCC2)c1[N+](=O)[O-] | 95 | -52 | 11 | 95 | -20 | 0 | 10 | 97 | 95 | 95 | 92
Cc1ccc(-c2nc3sc4c(N)ncnc4c3c3c2CCCC3)cc1 | 102 | -87 | -63 | 98 | -9 | -2 | 12 | 99 | 105 | 99 | 99
COc1ccccc1C(c1nnnn1CS(=O)(=O)c1ccc(C)cc1)N1CCSCC1 (centres undefined) | 99 | -3 | 0 | 99 | / | -1 | 8 | 97 | 101 | 97 | 100
COc1ccc(S(=O)(=O)Cc2ccc(C(=O)N3CCN(C(=O)c4ccco4)CC3)o2)cc1 | 93 | -14 | 9 | 97 | / | 0 | 7 | 97 | 96 | 97 | 95
O=C(Cn1ncc2c3ccccc3n(Cc3ccccc3)c2c1=O)N1CCN(c2ncccn2)CC1 | 99 | 7 | 17 | 100 | / | 2 | 7 | 98 | 97 | 97 | 98
c1ccc2c(c1)CC(N1CCCCC1)c1ccccc1N2 (centres undefined) | 99 | -31 | 20 | 98 | / | -6 | 8 | 95 | 96 | 92 | 95
CC(C)N(Cc1cnn(C)c1)Cc1nc(Cc2ccccc2Cl)no1 | 98 | -13 | -7 | 101 | 19 | -4 | 9 | 101 | 103 | 100 | 101
COc1cccc(NC(=O)C(Sc2nc3ccccc3c(=O)n2CC(C)C)c2ccccc2)c1 (centres undefined) | 102 | -42 | 4 | 98 | / | -1 | 20 | 97 | 103 | 100 | 95
CC(C)Cc1nc(N2CCN(C(=O)C(C)C)CC2)c(C#N)c2c1CCC2 | 99 | 9 | 21 | 98 | / | -1 | 23 | 98 | 96 | 96 | 99
O=S(=O)(c1ccc(NC2CCCc3ccccc32)nc1)N1CCOCC1 (centres undefined) | 103 | -8 | -1 | 101 | 10 | 2 | 5 | 99 | 104 | 100 | 98
Cc1noc(C)c1COc1ccc(C(=O)OCC(=O)N2c3ccccc3NC(=O)C2(C)C)cc1 | 97 | 5 | 19 | 97 | / | -6 | 10 | 97 | 100 | 97 | 97
